# Screens from PubChem BioAssay.
# Insulin prom up – MIN6 insulin promoter up-regulation; MIN6 insulin promoter-GFP reporter, high-content imaging; hits give high values; z-score at 5 µM; hit rate 0.3% among 190,000;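 active = z-score above 3 at 5 µM with at least 500 cells counted in the well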
# Myeloid diff 2 – promotes myeloid progenitor differentiation. ER-HoxA9 myeloid progenitors, lysozyme-GFP differentiation, flow cytometry. calls only at 10 µM. hit rate 1% among 360,000. AID 624256;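 active = normalized GFP-positive differentiation at or above the plate's own cutoff, the solvent-only control mean plus 3 SD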;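 note: cells exposed to compound for four days before flow analysis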
# MT stabilizer – microtubule stabilization, imaging screen. % tubulin-high responders, % at 10 µM. AID 2205. HeLa tubulin immunostaining HCS, 24 h; share of cells brighter than vehicle mean+2SD. hit rate 0.83% among 200,000;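 active = plate Z-score above 3 for both tubulin-high and condensed-nucleus cell shares, with cell loss under 80%, at 10 µM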;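 note: anti alpha tubulin signal scored within the nucleus-defined area of each cell; some results filed as inactive read as strong as hits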
# West Nile antiviral – West Nile virus antiviral activity, cell-based, CPE readout (AID 1621); West Nile virus-infected cells, CPE inhibition; higher % means a stronger effect; CPE inhibition, % at 10 µM, or IC50 in µM where a hit was titrated; hit rate 0.02% among 290,000; in the data active = a potency from the dose series; note: strong numbers were not always called active
# b-catenin transl – alters nuclear translocation of beta-catenin in HeLa cells; immunofluorescence imaging; nuclear translocation activity, % at 5 µM; hit rate 0.3% among 190,000; AID 1665;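 active = nuclear translocation activity above 50% at 5 µM, with a well cell count of 50 or more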;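 note: per-cell ratio of nuclear to cytoplasmic median beta-catenin stain intensity; plate controls were DMSO negative control for no effect and GSK-3 inhibitor IX positive control for full effect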
#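 System: HeLa cells, endogenous beta-catenin; compound dosing: 5 µM primary single dose, 0.1% DMSO, 0.02–20 µM confirmation series; incubation: 24 h compound exposure at 37°C, 5% CO2; signal: beta-catenin immunofluorescence imaging with DAPI; evaluation: % activation, nuclear-to-cytoplasmic median beta-catenin signal ratio per cell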
# Autophagy HCS – autophagy modulation, high-content screen; MEF GFP-LC3 puncta imaging; test concentration mostly 10 µM; calls only at 10 µM (by protocol); hit rate 0.98% among 190,000;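 active = percentage of spot-positive cells more than 3 SD above its plate mean, without a fluorescence outlier flag or 80% toxicity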;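 note: spot-positive cell cutoff set from DMSO-treated cells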
# WT yeast gro inh – growth inhibition of WT yeast, mitochondrial fusion screen; mitochondrial fusion phenotypic screen, WT strain; inhibition, % at 10 µM; hit rate 2.1% among 190,000; in the data active = inhibition above about 58%; tested in S. cerevisiae
# T cell modulator – T cell immune modulators affecting CD8 T cell-vesicle binding; calls only at 7 µM; hit rate 0.068% among 330,000; 2C CD8+ T cell-vesicle binding, flow cytometry; hits give low values;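 active = response, share of CD8 T cells binding vesicles, and their 90th percentile fluorescence all below set limits, cut at about 80% in these data, passing the limit was not always enough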
#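 Incubation: binding step 1.5 h, 37 °C, antibody labelling 20 min, ice; system: murine 2C transgenic CD8+ T lymphocytes; technique: cytometric PE anti-B7-1 and Alexa647 anti-CD8 signals after 1% paraformaldehyde fixation; also added: QL9-charged Drosophila Ld/ICAM-1/B7-1 vesicles; control set: naked versus QL9-loaded vesicles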
# Hep lipid drop – modulators of hepatic lipid droplet formation. AML12 mouse hepatocytes, oleate lipid droplets, BODIPY imaging. inhibition, % at 6.5 µM. hit rate 0.4% among 240,000. AID 1656;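 active = lipid droplet intensity inhibited by at least 50%, with more than 500 cells counted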
#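 Test system: AML12 mouse liver cells; schedule: overnight exposure; technique: high-content imaging of BODIPY-stained droplets and DAPI nuclei; read-out: % inhibition of corrected integrated BODIPY droplet signal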
# WT yeast gro inh mutant strain – recorded beside WT yeast gro inh, whose call it bears; inhibition, %; mitochondrial fusion phenotypic screen, mutant strain inhibition
# Insulin prom up cell count – second read-out of Insulin prom up, no call of its own (marks repeat the call); cell count; measured here: cytotoxicity, nuclei count;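 total cells summed across four imaged fields per well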
# Hep lipid drop cells 6.5 µM – second read-out of Hep lipid drop, no call of its own (marks repeat the call); cell count; measured here: cell count, cytotoxicity flag;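 cells counted across two imaged fields per well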
# b-catenin transl cell count 5 µM – further read-out of b-catenin transl, marked with its call; cell count; measured here: cell count, cytotoxicity flag
# T cell modulator vesicle-bound % – recorded beside T cell modulator, whose call it bears; double positive events, %; measured here: CD8+ vesicle-bound cell fraction;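 binding gate set so that unloaded-vesicle control wells show 10% double positive cells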
# MT stabilizer Hoechst-high % – recorded beside MT stabilizer, whose call it bears; % Hoechst-high responders; measured here: nuclear condensation Hoechst responders;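 share of cells brighter than vehicle mean plus two SD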
# MT stabilizer cytotoxicity % – also measured in MT stabilizer; calls as there; toxicity, %; measured here: cytotoxicity by cell density;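 0% = mean cell density of plate MIN control wells and 100% = no cells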
# Autophagy HCS cell loss 18 h – second read-out of Autophagy HCS, no call of its own (marks repeat the call); toxicity, %; measured here: cell loss, nuclei count;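 cell loss after 18 h compound exposure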
# Myeloid diff 2 GFP+ MAC1+ % – also measured in Myeloid diff 2; calls as there; GFP+ MAC1+ double positive, %; measured here: differentiation confirmed by MAC1 staining
# The depositor's hits bear a star; i = inactive; x = no result given; + = active, no number.
SMILES,Insulin prom up,Insulin prom up cell count,Myeloid diff 2,Myeloid diff 2 GFP+ MAC1+ %,MT stabilizer,MT stabilizer Hoechst-high %,MT stabilizer cytotoxicity %,West Nile antiviral,b-catenin transl,b-catenin transl cell count 5 µM,Autophagy HCS,Autophagy HCS cell loss 18 h,WT yeast gro inh,WT yeast gro inh mutant strain,T cell modulator,T cell modulator vesicle-bound %,Hep lipid drop,Hep lipid drop cells 6.5 µM
Cc1ccc(C)c(N(C(=O)CNC(=O)c2ccco2)C(C(=O)NC2CCCCC2)c2ccncc2)c1 (stereo unspecified),x,x,i,0.4,x,x,x,0.1%,x,x,x,x,x,x,i,29.1,-19.6,790
O=C(c1ccc2c(c1)CCN2S(=O)(=O)c1ccccc1)N1CCN(c2ccc(F)cc2)CC1,x,x,i,7.5,x,x,x,-0.2%,x,x,x,x,x,x,i,10.2,1.9,699
Cn1cc(C(=O)Nc2ccc(C#N)cc2)c2ccccc2c1=O,x,x,i,1.0,x,x,x,-0.6%,x,x,x,x,x,x,i,16.2,0.4,828
COC(=O)c1cc(NC(=O)CN2CCN(C(C)=O)CC2)cc(C(=O)OC)c1,1.03,1275,i,0.1,3.4,3.1,5.4,0.6%,-0.1,1139,i,-6.6,7.0,-8.1,i,16.6,18.8,720
Cc1ccc(S(=O)(=O)N2CCCCC2)cc1NC(=O)COC(=O)Cc1cccc(C(F)(F)F)c1,0.4,1246,i,1.8,2.5,2.7,8.2,0.4%,0.1,886,i,-2.4,5.8,-32.0,i,20.6,-12.2,567
Cc1cc(C(=O)N/N=C/c2cccc([N+](=O)[O-])c2)c2ccccc2n1,-0.08,1261,i,0.2,2.8,2.1,1.1,-0.7%,2.8,504,i,15.3,15.6,0.4,i,4.8,0.6,665
Cn1c(N)c(S(=O)(=O)N2CCN(c3ccccc3F)CC2)c(=O)n(C)c1=O,x,x,i,1.5,x,x,x,0.0%,x,x,x,x,x,x,i,22.9,2.3,841
COc1cc2[nH]c(=O)c(C(=O)NCCCN3CCCCC3)c(O)c2cc1OC,0.24,1726,i,0.3,1.3,2.1,2.9,1.5%,-2.7,1095,i,-2.8,9.4,7.5,i,43.9,0.1,646
O=C(NCc1cccnc1)C1CCN(S(=O)(=O)c2cc(Cl)ccc2Cl)CC1,x,x,i,0.6,x,x,x,-0.5%,x,x,x,x,x,x,i,32.6,7.2,750
Cc1ccccc1N1CCN(CC(=O)NCc2ccc(Cl)cc2)CC1,x,x,i,0.6,x,x,x,-1.0%,x,x,x,x,x,x,i,63.7,-0.2,800
Cc1ccc(Nc2c([N+](=O)[O-])c(=O)n(C)c3ccccc23)cc1C,0.6,1679,i,0.7,6.6,1.9,1.4,-0.3%,1.1,1105,i,-21.8,27.3,14.4,i,7.0,3.2,593
COc1cccc(/C=C(\C#N)C(=O)NC2CCS(=O)(=O)C2)c1 (stereo unspecified),1.82,1537,i,0.4,1.6,2.4,4.8,1.9%,0.3,1048,i,-5.3,-6.7,-5.4,i,64.2,-10.8,608
Cc1ccc2c(CN3CCN(C(=O)c4ccco4)CC3)cc(=O)oc2c1C,-0.22,1306,i,0.3,5.1,3.5,4.4,-1.1%,0.9,1067,i,7.4,-2.8,7.7,i,25.7,4.1,673
Cc1nn(Cc2ccc(Cl)cc2Cl)c(C)c1NC(=O)c1nc2n(n1)C(C(F)F)CC(C)N2 (stereo unspecified),-0.51,1212,i,1.4,2.5,1.8,13.2,-0.5%,-2.1,936,i,-3.5,8.9,3.0,x,x,x,x
CS(=O)(=O)N(C(=O)NC(=O)NC1CCS(=O)(=O)C1)C1CCCCC1 (stereo unspecified),0.62,1561,i,2.2,2.2,2.6,9.8,0.0%,-1.2,907,i,43.9,-15.8,-0.7,i,20.6,x,x
CC(=O)c1c(C)n(CC(=O)NCc2ccc3c(c2)OCO3)c2ccccc12,0.08,1258,+,21.7*,3.8,2.3,5.4,-1.3%,1.0,1098,i,-2.3,0.8,-5.5,i,4.0,-8.4,671
COc1cc(/C=C(\C#N)C(=O)NC2CCCCC2)ccc1OCc1ccc(C(=O)O)cc1,0.59,1447,i,0.8,4.7,2.5,6.0,-0.3%,-0.6,1545,i,8.6,-9.8,7.9,i,39.3,0.5,651
COc1ccc(-c2nnc(SCc3nnc(-c4cccs4)o3)n2CC2CCCO2)cc1 (stereo unspecified),0.41,1550,i,0.7,1.9,2.5,10.3,0.0%,0.5,1079,i,8.5,-6.2,3.5,i,14.9,-1.1,590
COCCn1c(SCC(=O)NCC2CCCO2)nc2c(c1=O)SC(C)C2 (stereo unspecified),0.41,1778,i,2.7,1.5,2.4,6.5,-0.2%,0.0,1003,i,-12.4,11.0,10.7,i,32.6,-0.8,646
CCNC(=O)NC(=O)C(C)OC(=O)C1CCN(S(=O)(=O)c2ccc(C)c(C)c2)CC1 (stereo unspecified),0.09,1262,i,0.9,5.0,2.8,5.5,0.1%,x,x,i,-4.8,-6.7,6.5,i,31.9,2.0,607
CCOc1ccc(OCC(=O)NCCS(=O)(=O)N2CCN(c3ccc(F)cc3)CC2)cc1,x,x,i,1.6,x,x,x,-0.2%,x,x,x,x,x,x,i,16.7,-24.1,785
CCCNC(=O)CCn1nc(-c2ccc(Cl)cc2)c2ccccc2c1=O,0.05,976,i,0.6,x,x,x,-0.3%,1.0,1294,x,x,x,x,i,43.9,4.0,714
Clc1ccc(-c2cc3ccccc3nc2N2CCOCC2)cc1,-0.39,1241,i,0.2,1.6,2.8,4.3,0.9%,0.5,1155,i,10.3,55.2,47.9,i,45.6,-4.4,602
Cc1ccc(NC(=O)CN2CCC(Cc3ccccc3)CC2)cc1S(=O)(=O)N(C)C,0.06,1295,+,0.9*,8.3,2.3,26.8,-1.9%,0.4,1043,i,2.8,23.4,6.5,i,5.7,-16.3,625
CC(NO)C(C)(C)NO (stereo unspecified),-0.76,1359,i,0.9,3.9,4.1,1.7,0.1%,x,x,i,0.1,-38.7,-35.7,i,34.2,-4.5,719
OCCN(CC#CC(O)(c1ccccc1)c1cccc(F)c1)CCO (stereo unspecified),-0.37,1443,i,1.0,x,x,x,-0.2%,0.3,1130,x,x,x,x,i,40.5,0.6,732
O=C(CSc1nnc2scc(-c3ccccc3)n12)N1CCCc2ccccc21,-1.61,844,i,18.0,2.5,1.9,11.0,0.0%,-5.7,1183,i,5.5,-2.9,-9.0,i,17.2,-1.8,706
CC(C)(C)CC(C)(C)NCC(=O)Nc1c2c(nc3ccccc13)CCC2,-0.09,1309,i,0.2,2.3,1.7,5.5,-0.9%,-0.5,1118,i,-9.8,-2.2,2.2,i,11.8,-3.1,641
NC1=NC(=O)C(Cc2ccccc2)S1 (stereo unspecified),x,x,i,0.4,0.6,1.0,6.6,1.2%,0.6,1612,i,-2.9,1.5,3.0,i,30.9,-12.6,661
Cc1ccc(N2C(=O)CS/C2=C(\C(Cl)=C(Cl)Cl)[N+](=O)[O-])cc1,1.61,926,i,6.5,0.9,2.1,0.1,-0.7%,x,x,i,3.2,10.7,11.0,i,52.8,x,x
CCOC(=O)CSc1nc(C)[nH]c1[N+](=O)[O-],0.34,1399,i,0.4,3.9,2.0,6.4,1.7%,-0.4,1463,i,1.6,-3.8,10.4,i,53.6,1.6,557
NS(=O)(=O)c1ccc(CCNS(=O)(=O)c2cccc3nsnc23)cc1,x,x,i,1.4,x,x,x,0.2%,x,x,x,x,x,x,i,19.4,-3.1,790
Cc1onc(-c2ccccc2Cl)c1C(=O)NC(=S)Nc1ccccc1F,-0.32,1340,i,0.5,2.0,4.9,7.5,-0.1%,0.7,1533,i,0.3,70.5*,62.5*,i,51.3,-3.0,666
O=C(COC(=O)c1ccccc1O)Nc1ncc(Cl)cc1Cl,0.22,1244,i,1.0,2.1,1.2,5.2,0.3%,-1.7,1109,i,-15.7,-6.2,1.3,i,40.4,-14.3,664
Cc1cc(N2CCOCC2)nc2ccc(NC(=O)CCC(=O)N3CCC(C)CC3)cc12,-0.88,1129,i,0.7,5.1,2.3,2.8,0.0%,4.5,1443,i,4.0,7.3,-5.2,i,24.4,x,x
CSc1nnc(-c2ccc(O)cc2)n1C,0.53,1373,i,1.1,3.4,3.8,9.6,0.2%,-4.3,1078,i,-3.0,-2.7,-10.9,i,26.4,x,x
Cc1ccc(CS(=O)Cc2ccc(C(=O)N3CCOCC3)o2)cc1 (stereo unspecified),x,x,i,1.7,x,x,x,-0.1%,x,x,x,x,x,x,i,43.4,11.5,674
CCOC(=O)/C(C#N)=N\Nc1cc(Cl)ccc1OC,-0.36,952,i,0.9,x,x,x,0.4%,1.4,1296,x,x,x,x,i,16.8,9.7,740
COc1ccccc1-c1cc(C(=O)NC2CCCC2)no1,x,x,i,1.3,x,x,x,-0.3%,x,x,x,x,x,x,i,42.0,-19.3,693
Cc1c(C(=O)N2CCN(Cc3ccccc3)CC2)sc2ncnc(N3CCOCC3)c12,0.48,1736,i,1.6,3.3,2.1,3.7,-0.4%,-1.7,1033,i,20.0,-6.3,-10.8,i,45.1,-2.0,651

# 2 of the compounds above, with values under each structure.
# Value order – Insulin prom up	Insulin prom up cell count	Myeloid diff 2	Myeloid diff 2 GFP+ MAC1+ %	MT stabilizer	MT stabilizer Hoechst-high %	MT stabilizer cytotoxicity %	West Nile antiviral	b-catenin transl	b-catenin transl cell count 5 µM	Autophagy HCS	Autophagy HCS cell loss 18 h	WT yeast gro inh	WT yeast gro inh mutant strain	T cell modulator	T cell modulator vesicle-bound %	Hep lipid drop	Hep lipid drop cells 6.5 µM
- CSc1nnc(-c2ccc(O)cc2)n1C
  0.53	1373	i	1.1	3.4	3.8	9.6	0.2%	-4.3	1078	i	-3.0	-2.7	-10.9	i	26.4	x	x
- Cc1ccc(CS(=O)Cc2ccc(C(=O)N3CCOCC3)o2)cc1 (stereo unspecified)
  x	x	i	1.7	x	x	x	-0.1%	x	x	x	x	x	x	i	43.4	11.5	674
